Myeloid diff 2: compounds promoting myeloid differentiation; ER-HoxA9 myeloid progenitors, lysozyme-GFP differentiation, flow cytometry; calls only at 10 µM; 1% of 360,000 active; AID 624256;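 active means normalized GFP-positive differentiation at or above the plate's own cutoff, the solvent-only control mean plus 3 SD; inconclusive means no clear call, values can overlap the other calls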;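 further: cells exposed to compound for four days before flow analysis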
KOR beta-arrestin-1: kappa opioid receptor activators – cell-based, luminescence, uHTS, primary screen (AID 1777) | KOR beta-arrestin recruitment, luminescence; higher % means a stronger effect | 0.02% of 280,000 active | one-dose activation, % at 10 µM; EC50 in µM for titrated hits; in the data active means activation above about 50%, passing the limit was not always enough; further: a part of the inactive calls stands beside numbers as strong as those of hits
Salmonella PhoP GFP: inhibitors of PhoP regulon expression, primary screen, Salmonella Typhimurium, GFP reporter (AID 1863) | S. Typhimurium PhoP-regulated promoter GFP reporter, 4 h; higher % means a stronger effect | inhibition, % at 50 µM, or IC50 in µM where a hit was titrated | 0.16% of 300,000 active;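 active means inhibition over 29.93%, a cutoff 3 SD above the screen mean, later confirmed by dose response; inconclusive means inhibition over 29.93% but no dose response follow-up; inactive means inhibition at most 29.93% or unconfirmed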;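 further: 0% = low Mg2+ inducing control and 100% = high Mg2+ repressing control; strong numbers were not always called active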
SIAH1 antagonists: Siah-1 peptide-binding antagonists, primary screen, biochemical, fluorescence polarization, rhodamine-plectin, uHTS (AID 1817). Siah-1 / rhodamine-plectin peptide fluorescence polarization; higher % means a stronger effect. displacement, % at 20 µM; hits with a dose series show IC50 in µM. 0.02% of 290,000 active;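 active means displacement of at least 50% at 20 µM, with a fluorescence ratio check between 0.3 and a set limit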;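 further: plate controls were Siah plus tracer with DMSO for no effect and tracer alone without Siah for full effect; strong numbers were not always called active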
HIV peptide binding: inhibitors of HIV fusion peptide binding, primary screen, biochemical, uHTS, fluorescence dequenching (AID 1986) | cell-free peptide binding, fluorescence dequenching, 30 min; higher % means a stronger effect | inhibition, % at 20 µM, or IC50 in µM where a hit was titrated | 0.3% of 290,000 active; in the data active means inhibition mostly above about 52%, no sharp cut-off; inactive means mostly below about 76%; further: some results filed as inactive read as strong as hits
KOR beta-arrestin-2: KOR antagonists, beta-arrestin recruitment, cell-based, luminescence, uHTS (AID 1778); 0.091% of 290,000 active; KOR beta-arrestin recruitment, luminescence, antagonist mode; higher % means a stronger effect; inhibition, % at 10 µM; hits with a dose series show IC50 in µM; further: strong numbers were not always called active
LYP phosphatase: inhibitors of LYP phosphatase, biochemical, fluorescence intensity, uHTS (AID 1779). 0.054% of 290,000 active. inhibition, % at 11.5 µM, or IC50 in µM where a hit was titrated. recombinant LYP phosphatase, fluorescence intensity; higher % means a stronger effect;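 further: plate controls were vehicle with enzyme for no effect and no enzyme for full effect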
NOD2 inhibition: inhibition of NOD2-driven NF-kB reporter – cell-based, luminescence, uHTS, HEK293 (AID 1566); HEK293 NOD2/NF-kB luciferase reporter, luminescence; higher % means a stronger effect; one-dose inhibition, % at 4 µM; EC50 in µM for titrated hits; 0.63% of 290,000 active; further: many of its hits are not listed in these tables
NOD1 inhibition: inhibition of NOD1-driven NF-kB reporter – cell-based, luminescence, uHTS, primary screen (AID 1578) | NOD1-driven NF-kB luciferase reporter cells, luminescence; higher % means a stronger effect | one-dose inhibition, % at 4 µM; EC50 in µM for titrated hits | 1% of 290,000 active; in the data active means inhibition mostly above about 36%, no sharp cut-off; inactive means mostly below about 34%;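 further: HEK-293T reporter cells stimulated with the NOD1 agonist gamma-tri-DAP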
Myeloid diff 2 GFP+ MAC1+ %: also measured in Myeloid diff 2; calls as there; GFP+ MAC1+ double positive, %; measured here: differentiation confirmed by MAC1 staining
Active calls of the source: *; i = inactive; ? = inconclusive; · = no result given; [ ] = dose if it differs, or a comment. Unless noted, no stated cut-off is given here; in the data, active means inhibition above about 50%; inactive means the rest. The list is partial; the hit share may differ from the screen's.

SMILES	Myeloid diff 2	Myeloid diff 2 GFP+ MAC1+ %	KOR beta-arrestin-1	Salmonella PhoP GFP	SIAH1 antagonists	HIV peptide binding	KOR beta-arrestin-2	LYP phosphatase	NOD2 inhibition	NOD1 inhibition
O=C(c1ccccc1C(=O)N(c1ccccc1)c1ccccc1)N1CCCCC1	i	0.8	5.4%	24%	-7%	0.4%	3%	0%	4%	-10%
Cc1[nH]c(=O)[nH]c(=O)c1S(=O)(=O)N(C)Cc1ccccc1	i	0.6	0.3%	-5%	-4%	-1.3%	16%	-2%	-2%	8%
CC(=O)c1c(C)[nH]c(C(=O)NCCc2ccccc2)c1C	i	1.0	2.5%	2%	-2%	-0.9%	-6%	0%	-85%	-76%
COc1ccc(CCCc2nnc(SCc3nc4ccccc4c(=O)[nH]3)n2C)c(C)c1	i	0.5	-0.4%	2%	0%	-0.8%	32%	-8%	17%	3%
O=C(O)CCCCCNc1nc(-c2ccccc2)nc2ccccc12	i	0.3	-4.5%	1%	0%	2.5%	18%	-1%	6%	6%
Cc1ccc(C(=O)Nc2cccnc2)cc1S(=O)(=O)N1CCCCC1	i	0.5	-4.9%	0%	2%	-0.9%	-4%	-7%	17%	-24%
Cn1c(=O)c(C(=O)NCc2ccc(Cl)cc2)c(O)c2ccccc21	i	0.6	-1.2%	7%	-2%	4.8%	-11%[20 µM]	-5%	8%	15%
O=C(O)CCCC(=O)Nc1nc(-c2ccc(F)cc2)cs1	i	1.3	0.6%	-3%	0%	5.3%	-6%	1%	-15%	-36%
O=C(Nc1ccccc1Cl)c1ccc2nsnc2c1	i	0.1	·	8%	0%	1.3%	-13%[20 µM]	1%	-44%	-39%
CCOC(=O)c1oc2ccc(S(=O)(=O)Nc3ccc4c(c3)n(C)c(=O)n4C)cc2c1C	i	8.2	-1.0%	9%	5%	-2.4%	51%	1%	24%	1%
Cn1c(C(=O)N2CCN(Cc3ccc4c(c3)OCO4)CC2)cc2sccc21	i	6.8	-3.1%	5%	2%	-0.3%	-2%	-2%	2%	8%
Cc1cc(N2CCC(C(=O)N3CCN(c4cccc(C)c4C)CC3)CC2)n2ncnc2n1	i	0.7	-5.2%	-4%	2%	-2.3%	-13%	-4%	7%	11%
Cc1cc(C)c2nc(NC3=NCN(CCN4CCOCC4)CN3)nc(C)c2c1	·	·	-2.7%	·	2%	-2.3%	-1%	-6%	4%	-8%
S=C(NC1CCCCCC1)NC1CCCC1	i	0.3	-1.7%	-4%	-5%	1.6%	4%	-4%	-14%	-19%
COc1ccc(C2=NN(c3ccccc3)C(c3cn(CCC(=O)O)nc3-c3ccccc3)C2)cc1 (stereo not given)	i	0.2	0.4%	4%	0%	59%	-47%	-14%	-10%	-42%
Cc1nnc(NC(=O)CSc2nnc(-c3ccco3)n2C(C)C)s1	i	1.4	-1.4%	-5%	2%	0.8%	-52%	-12%	2%	-22%
CCOC(=O)COn1c(=O)c(-c2ccc(F)cc2)[n+]([O-])c2ccccc21	i	0.3	0.2%	4%	4%	-0.3%	-10%	-3%	-9%	-11%
COc1cc(-c2ccc3c(=O)c4ccccc4n(C)c3c2)cc(OC)c1OC	?	·	3.0%	-7%	-2%	-0.1%	-146%[20 µM]	-2%	-10%	-12%
CCN(CC)CCn1c(NCc2ccco2)nc2ccccc21	i	0.5	·	19%	6%	-2.2%	·	-5%	14%	11%
NC(=O)c1c(NC(=O)C2CCCO2)sc2c1CCCCC2 (stereo not given)	i	0.4	-2.1%	-11%	5%	7.7%	·	-4%	5%	-23%
O=S(=O)(NCC1CCCO1)c1ccccc1 (stereo not given)	i	0.2	13%	8%	0%	0.0%	-17%	-11%	-14%	-35%
CC(C)CN(C)C(=O)CC1C(=O)NCCN1C (stereo not given)	i	0.2	1.2%	-3%	2%	0.1%	-15%	-4%	15%	-22%
CC1CCN(C(=O)C(C)Sc2nc(-c3ccccc3)cc(C(F)(F)F)n2)CC1 (stereo not given)	i	0.4	-3.0%	0%	-3%	0.9%	-10%	-3%	9%	15%
COc1ccc(S(=O)(=O)N2CCCCCC2)cc1C(=O)NC1(C)CCS(=O)(=O)C1 (stereo not given)	i	4.1	1.8%	-4%	4%	2.3%	7%	-5%	-2%	-2%
Cc1nnc(NC(=O)CSc2nc3ccccc3o2)s1	i	3.0	1.4%	5%	1%	0.3%	-16%	-4%	8%	-13%
Cc1ccc(Sc2ncnc(N)c2[N+](=O)[O-])cc1	i	0.3	2.8%	-13%	2%	-1.3%	28%	-3%	2%	-23%
CCCCOc1ccc(/C=N/NC(=O)c2csc(C)c2C)cc1	i	0.9	-3.9%	-14%	2%	-1.9%	7%	-2%	5%	16%
COC(=O)CN1C(C)=Nc2ccc(C)cc2C1c1ccccc1 (stereo not given)	i	0.1	-7.4%	·	1%	0.5%	17%[20 µM]	-9%	10%	-32%
Cc1cc(C)c(C#N)c(Sc2ccc(N)cc2)n1	i	0.1	5.8%	-14%	7%	-1.6%	3%	-4%	12%	-16%
COC(=O)c1ccccc1N=C(SC)N(C)C	i	1.9	-4.3%	0%	4%	1.8%	14%	-6%	4%	-6%
O=c1cc(-c2ccccc2)c2ccc(O)c(CN3CCCCC3)c2o1	i	0.7	19%	-4%	3%	5.8%	21%	-2%	4%	-8%
CCn1c(=O)c2cc(S(=O)(=O)NCc3ccccc3)ccc2n(CC)c1=O	i	1.8	-1.8%	-7%	2%	0.0%	24%	-4%	12%	-13%
O=C(COC(=O)CCC(=O)c1ccc(F)cc1)Nc1ccc(N2CCOCC2)cc1	·	·	-6.9%	14%	1%	3.4%	-11%	-8%	9%	-6%
COc1ccccc1CNC(=O)CCCC(=O)n1ncc2cc(C)ccc21	i	2.1	-2.5%	·	3%	-0.8%	14%[20 µM]	-2%	8%	0%
COc1ccc(C(OC(=O)c2ccco2)C(=O)NC2CCCCC2)cc1OC (stereo not given)	i	0.4	-1.5%	-4%	0%	7.2%	9%	4%	9%	21%
CCc1sc(C(=O)Nc2nccs2)cc1C	i	0.1	-3.8%	1%	6%	1.1%	-5%	-3%	-147%	-5%
Cc1cccc(N=Nc2c(O)[nH]c3ccc(F)cc23)c1	?	·	-7.2%	-5%	-3%	95%*	9%	2%	-67%	-16%
NC(=O)C1CCN(C(c2ccccc2)c2nnnn2C2CCCC2)CC1 (stereo not given)	i	0.7	13%	-8%	-6%	0.4%	-22%	-8%	5%	5%
Cc1cnc(C(=O)N2CCCC(C(=O)c3ccc(Cl)cc3C)C2)cn1 (stereo not given)	i	0.6	-0.5%	-8%	14%	0.5%	-11%	-8%	10%	-7%
COc1ccc(NC(=O)CN(c2cc(C)cc(C)c2)S(=O)(=O)c2c(C)noc2C)cc1	i	3.6	14%	-11%	-1%	2.9%	2%	-3%	-4%	15%
CC(=O)N1N=C(c2ccc3ccccc3c2)OC1(C)C	i	1.4	0.5%	-6%	5%	2.1%	-32%	-7%	4%	-30%
CCn1c(=O)c(C(=O)NCc2cccnc2)c(O)c2ccccc21	i	0.3	·	14%	2%	-0.8%	2%	1%	9%	-21%
CCOc1cc(/C=C(\C#N)c2nc(-c3cccs3)c(NC(C)=O)s2)ccc1O	i	2.1	3.6%	-16%	1%	30%	-6%	-3%	-12%	1%
CCCC1(C(=O)OC)NC(c2ccco2)C2C(=O)N(c3ccc(C)cc3)C(=O)C21 (stereo not given)	i	0.3	-0.2%	-7%	9%	-1.3%	10%	-7%	-10%	-2%
CCc1ccc(N2CC(C(=O)N/N=C/c3cccc([N+](=O)[O-])c3)CC2=O)cc1 (stereo not given)	i	12	-1.0%	-5%	-2%	-3.0%	-8%	-9%	1%	-2%
Cc1ccc2c(c1)cc1c(=O)n(CC(=O)N(C)c3ccccc3)nc(C)n12	i	0.8	9.0%	-8%	4%	-0.1%	12%	-2%	20%	-11%
O=C(Nc1ccc(Cl)cc1F)c1ccccc1Br	i	0.2	5.4%	8%	1%	-0.2%	-18%	-9%	-88%	-33%
CC(OC(=O)CSc1ccc(F)cc1)C(=O)NC1(C#N)CCCCC1 (stereo not given)	i	1.1	0.8%	10%	2%	2.0%	-23%	-5%	-1%	-44%

An excerpt from above, showing only KOR beta-arrestin-1, KOR beta-arrestin-2 and LYP phosphatase.
canonical_smiles	KOR beta-arrestin-1	KOR beta-arrestin-2	LYP phosphatase
O=C(O)CCCCCNc1nc(-c2ccccc2)nc2ccccc12	-4.5%	18%	-1%
Cc1ccc(C(=O)Nc2cccnc2)cc1S(=O)(=O)N1CCCCC1	-4.9%	-4%	-7%
Cn1c(=O)c(C(=O)NCc2ccc(Cl)cc2)c(O)c2ccccc21	-1.2%	-11%[20 µM]	-5%

Further entries.
SMILES	Myeloid diff 2	Myeloid diff 2 GFP+ MAC1+ %	KOR beta-arrestin-1	Salmonella PhoP GFP	SIAH1 antagonists	HIV peptide binding	KOR beta-arrestin-2	LYP phosphatase	NOD2 inhibition	NOD1 inhibition
COCCNC(=O)C(=O)N/N=C/c1ccc(C(=O)OC)cc1	i	0.8	·	-1%	2%	0.8%	-18%[20 µM]	1%	2%	-20%
O=C(NCc1ccc2c(c1)OCO2)C1CCCCC1	i	0.5	-1.4%	-5%	9%	-2.3%	14%	-7%	-1%	-4%
Oc1ccc(CCNc2c3ccccc3nc3ccccc23)cc1O	?	·	5.5%	0%	-10%	-7.4%	-70%[20 µM]	-7%	3%	-3%
O=C(COC(=O)CC1CC2CCC1C2)Nc1c(F)cccc1F (stereo not given)	·	·	-5.4%	1%	-2%	1.7%	8%	-5%	-8%	-44%
CCOc1cc(C)c(Cl)cc1S(=O)(=O)NC1CC(C)(C)NC(C)(C)C1	i	0.7	2.9%	-2%	-6%	-1.7%	20%	-4%	-25%	-11%

Random excerpt: 5 entries already listed, in no set order.
SMILES	Myeloid diff 2	Myeloid diff 2 GFP+ MAC1+ %	KOR beta-arrestin-1	Salmonella PhoP GFP	SIAH1 antagonists	HIV peptide binding	KOR beta-arrestin-2	LYP phosphatase	NOD2 inhibition	NOD1 inhibition
O=C(NCc1ccc2c(c1)OCO2)C1CCCCC1	i	0.5	-1.4%	-5%	9%	-2.3%	14%	-7%	-1%	-4%
CCOc1cc(C)c(Cl)cc1S(=O)(=O)NC1CC(C)(C)NC(C)(C)C1	i	0.7	2.9%	-2%	-6%	-1.7%	20%	-4%	-25%	-11%
Oc1ccc(CCNc2c3ccccc3nc3ccccc23)cc1O	?	·	5.5%	0%	-10%	-7.4%	-70%[20 µM]	-7%	3%	-3%
COCCNC(=O)C(=O)N/N=C/c1ccc(C(=O)OC)cc1	i	0.8	·	-1%	2%	0.8%	-18%[20 µM]	1%	2%	-20%
O=C(COC(=O)CC1CC2CCC1C2)Nc1c(F)cccc1F (stereo not given)	·	·	-5.4%	1%	-2%	1.7%	8%	-5%	-8%	-44%

Bioassay records as filed in PubChem.
